M1 ag parental – counter-screen for M1 agonists: effect in parental CHO-K1 cells; Fluo-8 calcium fluorescence; scaled to maximal ATP response, vehicle zero; activation, % at 3 µM; 0.48% of 360,000 active; AID 602248, 2012; in the data active means activation above about 15%;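 further: untransfected CHO-K1 host cells lacking M1 receptor as counterscreen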
M4 antag – human M4 muscarinic receptor antagonists, primary screen, CHO cells, Fluo-8 calcium fluorescence. inhibition, % at 3 µM. 0.73% of 360,000 active. CHO-hM4 cells, ACh EC80;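 active means inhibition above its plate's cutoff, the mean inhibition of sample wells plus 3 SD, cut at about 27% in these data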;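 further: 0% = acetylcholine EC80 with DMSO and 100% = DMSO without agonist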
Target sequence (P08173 whole entry, looked up): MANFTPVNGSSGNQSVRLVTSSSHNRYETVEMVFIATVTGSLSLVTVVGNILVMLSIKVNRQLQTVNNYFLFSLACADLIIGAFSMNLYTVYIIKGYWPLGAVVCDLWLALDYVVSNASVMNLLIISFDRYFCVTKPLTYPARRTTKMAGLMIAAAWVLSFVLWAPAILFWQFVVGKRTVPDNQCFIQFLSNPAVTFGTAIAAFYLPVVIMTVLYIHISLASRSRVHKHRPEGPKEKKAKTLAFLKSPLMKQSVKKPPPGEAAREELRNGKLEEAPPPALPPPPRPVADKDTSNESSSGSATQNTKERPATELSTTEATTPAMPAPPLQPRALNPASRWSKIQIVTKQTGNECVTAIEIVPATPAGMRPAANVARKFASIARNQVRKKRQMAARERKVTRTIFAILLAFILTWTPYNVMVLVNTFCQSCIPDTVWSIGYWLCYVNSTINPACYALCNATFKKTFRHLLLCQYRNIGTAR
M5 PAM – human M5 muscarinic receptor positive allosteric modulators, primary screen, CHO-K1 cells, Fluo-8 calcium fluorescence | Muscarinic acetylcholine receptor M5 (Homo sapiens), P08912 | CHO-K1 hM5, ACh EC20 PAM; 0% = ACh EC20, 100% = ACh EC100 | activation, % at 3 µM | 0.3% of 360,000 active | AID 624038, 2012;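 active means activation above the run cutoff, the mean activation of all test compounds plus 3 SD, cut at about 18% in these data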
Target sequence (P08912 whole entry, looked up): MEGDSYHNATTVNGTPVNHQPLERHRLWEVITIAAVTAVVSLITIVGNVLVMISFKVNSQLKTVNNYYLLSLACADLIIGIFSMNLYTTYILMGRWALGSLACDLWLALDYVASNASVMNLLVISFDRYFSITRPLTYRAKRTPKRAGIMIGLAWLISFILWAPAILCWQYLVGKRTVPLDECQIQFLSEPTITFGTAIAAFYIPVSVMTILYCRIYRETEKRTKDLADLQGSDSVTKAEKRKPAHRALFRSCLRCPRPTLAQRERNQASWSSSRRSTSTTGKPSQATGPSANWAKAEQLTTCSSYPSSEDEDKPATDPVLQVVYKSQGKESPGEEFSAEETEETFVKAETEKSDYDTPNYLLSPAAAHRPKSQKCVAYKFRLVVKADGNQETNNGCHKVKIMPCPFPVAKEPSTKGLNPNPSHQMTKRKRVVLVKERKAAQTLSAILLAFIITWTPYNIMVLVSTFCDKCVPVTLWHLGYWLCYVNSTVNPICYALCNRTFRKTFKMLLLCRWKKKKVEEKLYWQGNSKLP
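System – CHO-K1 hM5 cells · Compound – 3 µM, single dose · Incubation – compound preincubation 140 s before EC20 acetylcholine addition · Technique – Fluo-8 calcium fluorescence · Measure – Max/basal fluorescence ratio as % of EC20–EC100 ACh window · Benchmarks – low control EC20 acetylcholine (0%), high control EC100 acetylcholine (100%) · Replication – singlicate, one well per test compound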
M1 PAM parental – nonselective calcium activators in parental CHO-K1 cells, primary screen, counter-screen for M1 PAM project, cell-based, Fluo-8 calcium fluorescence, full deck, 1536-well; ATP EC20; 0% at ATP EC20, 100% at ATP max; activation, % at 3 µM; 0.02% of 360,000 active;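 active means activation above the run cutoff, the mean activation of all test compounds plus 3 SD, cut at about 40% in these data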;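 further: peak over basal fluorescence ratio in a 140 s read after ATP addition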
M5 ag – human M5 muscarinic receptor agonists, primary screen, CHO-K1 cells, Fluo-8 calcium fluorescence; Muscarinic acetylcholine receptor M5 (Homo sapiens), P08912; CHO-K1 hM5 cells; 0% DMSO wells, 100% maximal acetylcholine response; activation, % at 3 µM; 0.19% of 360,000 active; AID 624037, 2012;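 active means activation above the run's mean over test compounds plus 3 SD, cut at about 23% in these data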;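 further: signal is peak over basal fluorescence ratio across the kinetic read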
M5 antag – human M5 muscarinic receptor antagonists, primary screen, CHO cells, Fluo-8 calcium fluorescence. Muscarinic acetylcholine receptor M5 (Homo sapiens), P08912. CHO-hM5 cells, ACh EC80. inhibition, % at 3 µM. 0.59% of 360,000 active;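 active means inhibition above a per-plate cutoff, the mean of that plate's test compounds plus 3 SD, cut at about 27% in these data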;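 further: 0% = acetylcholine EC80 with DMSO and 100% = DMSO without agonist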
CHO-K1 Ca antag – nonselective inhibitor or artifact in parental CHO-K1 cells. 0.6% of 360,000 active. ATP-induced calcium, Fluo-8 fluorescence. AID 602250. inhibition, % at 3 µM;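 active means inhibition above a per-plate cutoff, the plate's mean sample inhibition plus 3 SD, cut at about 24% in these data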;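 further: 0% = DMSO plus EC80 ATP and 100% = DMSO alone without ATP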
CHRM4 PAM – human M4 muscarinic receptor positive allosteric modulators, primary screen, CHO-K1 cells, Fluo-8 calcium fluorescence. CHO-K1 hM4/Gqi5, ACh EC20; 0% = ACh EC20, 100% = maximal ACh. 0.4% of 360,000 active. AID 624126, 2012. Muscarinic acetylcholine receptor M4 (Homo sapiens), P08173. activation, % at 3 µM;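 active means activation above its plate's cutoff, the mean activation of sample wells plus 3 SD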; further: some results filed as inactive read as strong as hits
CHRM4 agonist – human M4 muscarinic receptor agonists, primary screen, CHO-K1 cells, Fluo-8 calcium fluorescence; Muscarinic acetylcholine receptor M4 (Homo sapiens), P08173; CHO-K1 hM4/Gqi5; vehicle 0%, full acetylcholine response 100%; activation, % at 3 µM; 0.14% of 360,000 active;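 active means activation above the run mean over all test wells plus 3 SD, cut at about 32% in these data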;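 further: peak over basal fluorescence ratio per well then scaled between controls; 0% = DMSO wells and 100% = acetylcholine at EC100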
An asterisk follows results filed as active; & = joins results of further samples.

SMILES	M1 ag parental	M4 antag	M5 PAM	M1 PAM parental	M5 ag	M5 antag	CHO-K1 Ca antag	CHRM4 PAM	CHRM4 agonist
COc1ccc(C2CC(=O)C(C=NCCCO)=C(O)C2)cc1 (stereo unspecified)	1.0	-4	-3	3	-2	5	0	-2	1
O=S(=O)(/N=C(/Nc1cccnc1)c1ccccc1)c1ccc(F)cc1F	0.4	10	6	-2	-3	5	-6	2	0
CCOc1cc(Br)c(CC(=O)NC2CCCCCC2)cc1OCC	5.8	3	2	18	-4	0	-21	-3	3
Cc1ccc(S(=O)(=O)N2CCC(=O)N(CCOCc3ccccc3)CC2)cc1	0.3	-16	-3	2	1	5	-10	0	2
COc1ccc(S(=O)(=O)NC(=O)C2(C)CCN2C(=O)C2(c3ccccc3)CCCC2)cc1 (stereo unspecified)	-0.1	0	3	-6	0	-5	4	1	0
Cc1nc(C(=O)Nc2ccc(Cl)cc2Cl)nn1-c1cc(OC(C)C)c(Cl)cc1Cl	-0.2	3	0	3	-1	-6	-4	0	0
CN(C)/C=C(\C=O)c1cccc(Cl)c1	0.9	-3	4	17	-11	-4	-4	1	1
CNC(=O)CS(=O)CC(=O)Nc1cc(OCCOC)c(Cl)cc1Cl (stereo unspecified)	0.2	-8	-10	2	-3	3	-4	2	2
O=C(OCn1ncc(Br)c(Br)c1=O)c1ccc(F)cc1	-0.2	6	-2	27	-11	16	-3	1	0
Cn1nccc1/C=C(/C#N)S(=O)(=O)c1ccccc1	0.0	5	2	13	0	4	-9	5	1
CCOc1ccccc1NC(=O)CSc1nc2[nH]ncc2c(=O)[nH]1	2.0	-5	-1	11	2	-8	-6	10	0
COc1ccc(NC(=O)c2cc(C3CC3)nc3c2cnn3C(C)C)cc1OC	0.1	1	2	-2	1	4	-14	-1	3
CC(C)Cc1nc2oc3c(N4CCN(CCO)CC4)ncnc3c2c2c1CCCC2	1.2	-6	-5	9	-1	-1	-13	-1	3
O=C(c1ccccc1)c1nccn1-c1ccc(Cl)nn1	0.0	8	-1	1	1	7	-6	-3	0
COC(=O)C1=C(C)N(Cc2ccccc2)C(=NCc2ccco2)N[C@H]1c1cccc(F)c1	1.9	7	-3	14	-2	12	-18	2	4
CCOc1ccccc1CNc1nc2nc3c(c(=O)n2[nH]1)CCC3	0.2	-5	-6	1	0	2	-4	11	0
C[C@H](NC(=O)c1ccco1)C(=O)Nc1ccc(C#N)cc1	0.0	2	5	5	-1	3	-2	-2	1
COc1cc2c(cc1OC)C1=C(C#N)CCC(=O)N1CC2	0.6	0	-6	-4	-1	-1	0	-3	1
CCSc1nnc(-c2cc(Br)ccc2N=Cc2c(C)[nH]n(-c3ccccc3)c2=O)c(=O)[nH]1	1.4	8	-3	2	-1	16	2	11	1
CC(C)c1cc(C(=O)Nc2cc(Cl)ccc2O)no1	0.0	0	-14	-11	-5	-1	18	-9	0
CC(C)(O)C#Cc1ccc(CN2CCN(Cc3ccccc3)C(CCO)C2)cc1 (stereo unspecified)	2.5	1	2	22	-11	0	-29	-10	2
COc1cc2c(cc1OC)C1CCc3cc4c(cc3C1N=C2)OCO4 (stereo unspecified)	2.7	-3	-8	-7	1	-2	-5	-6	9
Cc1cccc(-n2nnnc2SCC(=O)Nc2ccc(N3CCN(C)CC3)cc2)c1	0.8	-3	-2	18	-8	-4	2	-2	2
Cc1ccc(CCC(=O)Nc2ccc([N+](=O)[O-])cc2)o1	0.4	-2	-6	-18	-8	-10	2	-4	2
O=C(CSc1ccccc1)Nc1ccc(N2CCOCC2)c(F)c1	1.6	-12	-2	3	-4	-7	-1	6	2
Cc1ccc(C(C)C)c(OCC(=O)OCC(=O)c2c(N)n(C)c(=O)n(C)c2=O)c1	0.5	-11	1	-3	4	-2	-1	18	2
CCCC[C@H]1COCCS(=O)(=O)N1Cc1ccc(C)cc1	-0.2	-13	7	-21	-9	-6	7	0	1
CC1(C)CC(C)(c2ccc(O)cc2O)N(c2ccc3ccccc3c2)C(=S)N1 (stereo unspecified)	-0.2	2	-7	9	-8	-4	-6	-3	0
Cc1ccc2c(CN3CC(C)CC(C)C3)cc(=O)oc2c1 (stereo unspecified)	-1.2	-15	1	14	-2	5	-8	11	-1
COc1cccc(CNC(=O)c2cnc(-c3ccccn3)nc2C(F)(F)F)c1	0.5	3	0	10	-3	9	-3	0	1
CCOC(=O)c1cnc(SCC(=O)OC)nc1N	-0.1	1	0	3	5	3	-11	-2	1
C=CCOc1ccc(C2/C(=C(\O)c3c(C)[nH]c(C(=O)OC)c3C)C(=O)C(=O)N2CCN(C)C)cc1 (stereo unspecified)	0.1	5	-3	10	0	-4	1	-7	1
O=C(O)CN1C(=O)/C(=C/c2ccc(SCc3ccccc3)o2)SC1=S	1.9	-7	2	-2	2	7	-6	5	2
Nc1nonc1-n1nnc(C(=O)N/N=C/c2cc(Br)cs2)c1-c1ccccc1	0.5	-9	3	-1	7	0	3	-8	6
Cc1cccc(N2CCN(S(=O)(=O)c3cc(-c4cc(C)no4)ccc3C)CC2C)c1 (stereo unspecified)	2.9	2	5	6	3	-5	-3	-7	5
CCOc1ccc(/C=C2/C(=O)N(c3ccc(OC)cc3)C(=S)N2CC(=O)OC)cc1OCC	0.0	10	13	1	-1	3	-3	0	-2

Reprinted from the part before: 2 entries, then new ones.
SMILES	M1 ag parental	M4 antag	M5 PAM	M1 PAM parental	M5 ag	M5 antag	CHO-K1 Ca antag	CHRM4 PAM	CHRM4 agonist
Cc1cccc(N2CCN(S(=O)(=O)c3cc(-c4cc(C)no4)ccc3C)CC2C)c1 (stereo unspecified)	2.9	2	5	6	3	-5	-3	-7	5
CCOc1ccc(/C=C2/C(=O)N(c3ccc(OC)cc3)C(=S)N2CC(=O)OC)cc1OCC	0.0	10	13	1	-1	3	-3	0	-2
CCOC(=O)N1CCN(C(=O)c2cn(CC)c3ccc(S(=O)(=O)N(C)C4CCCCC4)cc3c2=O)CC1	0.1	-6	-7	-18	-7	20	10	-3	3
CCOC(=O)Cn1nc(C)c(NC(=O)COc2ccc(C)c(C)c2)c1C	2.9	-7	-1	22	3	0	-7	-7	2
COc1ccc(-c2sc(Nc3ccccc3)n[n+]2-c2ccc(F)cc2)c(C)c1C	0.1	-9	-7	-7	3	0	-5	-6	7
Clc1ccc(COc2ccccn2)cc1Cl	1.6	3	2	16	-4	3	-16	4	1
C[C@H](CO)N1C[C@H](C)[C@@H](CN(C)C(=O)NC2CCCCC2)Oc2c(NC(=O)Nc3ccccc3)cccc2C1=O	5.8	-9	-16	13	1	13	-12	-2	16
CC(C)Oc1ccc(C(=O)Nc2cccc3cccnc23)cc1	-0.3	10	5	16	-5	1	-15	1	-1
COc1ccc(NS(=O)(=O)c2cc(NC(=O)C3CCCO3)ccc2N2CCCCC2)cc1 (stereo unspecified)	1.4	-12	-7	17	-6	-4	-7	10	0
CCn1c(SCC(=O)N2CCOCC2)nnc1C(C)NC(=O)c1ccccc1 (stereo unspecified)	-0.3	1	-6	-20	-2	17	3	-5	-1
COc1cc(C(=O)OCCc2cc3ccccc3c(=O)o2)cc(OC)c1OC	4.4	-6	-29	-4	5	3	-7	-6	19
CON1C(=O)C(=O)N(OC)C(C)(C)C1C (stereo unspecified)	1.0	-15	2	14	-1	-4	-19	17	1
Cc1ccc(C)c(NC(=O)C2CCCN(S(=O)(=O)c3c(C)noc3/C=C/N(C)C)C2)c1 (stereo unspecified)	1.3	0	-1	5	3	0	-4	5	3
Cc1ccc(S(=O)(=O)/N=C2/NC(=O)/C(=C\c3cc(Br)cc(Br)c3O)S2)cc1	10	1	-9	11	35*	14	-2	-5	11
CCOCc1c(C(=O)OCC(=O)Nc2ccccc2C(N)=O)oc2ccccc12	3.9	-4	-21	8	0	6	1	0	12
CCc1ccc(-c2cc3c(=O)n(CC(=O)NCCCN4CCC(Cc5ccccc5)CC4)nc(C)n3n2)cc1	3.4	40*	-8	-8	-8	11	13	-10	7
CC(=O)N=c1sccn1CC(O)c1ccc(Br)cc1 (stereo unspecified)	1.4	-3	13	10	1	0	-3	-12	2
O=C(Nc1cccc(S(=O)(=O)NC2=NCCC2)c1)c1cc(=O)[nH]c2ccccc12	0.0	-1	4	4	0	6	-7	4	0
COc1cc(NC(=S)NNC(=O)CC(C)C)c(OC)cc1Cl	0.1	-7	4	12	-1	-8	0	-1	1
O=C(O)c1cc(-c2ccccc2)n(-c2ccccc2)n1	0.2	4	12	-10	-7	-8	-1	12	0
COc1ccc(C(=O)N2C=Cc3ccccc3C2C#N)cc1 (stereo unspecified)	0.3	-9	-2	-12	-1	-4	0	-1	1
COc1ccc(/C=C/C(=O)OCC(=O)Nc2ccc(Cl)cc2F)cc1S(=O)(=O)N1CCOCC1	0.9	5	3	19	-4	-1	-11	10	0
CC(C)CCC(O)(c1ccccc1)C(CN1CCOCC1)c1ccccc1 (stereo unspecified)	-1.2	5	-4	3	-9	3	-23	-11	-2
CCOC(=O)c1nn(-c2ccc3c(c2)OCO3)cc1O	-0.4	1	-2	17	-1	4	-8	-1	0
N#Cc1ccccc1NC(=O)COC(=O)c1c[nH]c2ccccc12	1.6	3	-11	-20	1	5	0	12	6
NS(=O)(=O)c1ccc(NS(=O)(=O)c2ccc(NC(=O)C3CC3)cc2)cc1	0.2	0	4	-8	5	-8	3	1	1
CN(CC1CCOCC1)C(=O)CC1C(=O)NCCN1Cc1cccc(F)c1 (stereo unspecified)	0.0	-8	-9	-3	-5	10	2	-1	1
O=C(CSc1ncn[nH]1)Nc1ccc2c(c1)CCC2	0.0	-4	-1	15	-2	0	-6	1	1
CCOCCCn1c(=NC(=O)c2cccnc2)c(C(=O)OCC)cc2c(=O)n3ccccc3nc21	0.6&0.1	-3&-2	-2&-1	-24&2	-1&0	4&3	6&-4	-1&-4	4&1
Nc1cc(N)nc(SCC(=O)NC2CCCCCCC2)n1	1.0	10	2	23	0	1	4	1	0
NS(=O)(=O)c1ccc(NC(=S)NC(=O)c2ccc(Br)o2)cc1	0.3	-4	6	-2	-2	2	3	1	1
N#Cc1ccccc1NC(=O)CC1c2ccccc2Oc2ccccc21	1.0	7	1	24	-2	-4	-7	-7	0
Cc1ccc(S(=O)(=O)Nc2ccc(S(=O)(=O)N3CCOCC3)cc2)cc1[N+](=O)[O-]	0.4	3	1	0	-4	9	-2	-7	1
CC(C)CC(=O)Nc1nnc(SCC(=O)Nc2nccs2)s1	0.3	3	-2	-6	-1	-3	0	-4	0
COc1ccc(N(CCC(=O)O)S(=O)(=O)c2ccc(C)cc2C)cc1	0.4	-9	3	3	2	1	-15	3	2

By substructure, the compounds so far containing a nitro group on carbon.
SMILES	M1 ag parental	M4 antag	M5 PAM	M1 PAM parental	M5 ag	M5 antag	CHO-K1 Ca antag	CHRM4 PAM	CHRM4 agonist
Cc1ccc(CCC(=O)Nc2ccc([N+](=O)[O-])cc2)o1	0.4	-2	-6	-18	-8	-10	2	-4	2
Cc1ccc(S(=O)(=O)Nc2ccc(S(=O)(=O)N3CCOCC3)cc2)cc1[N+](=O)[O-]	0.4	3	1	0	-4	9	-2	-7	1

Rows are unselected, and some 2.7% of all compounds hit somewhere here.
